ADAM17 inh = inhibitors of human ADAM17; P78536; recombinant ADAM17, EDANS/DABCYL FRET peptide cleavage; inhibition, % at 6.95 µM; actives 0.83% (n = 370,000); AID 720648;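 active means inhibition above the mean of compounds lying between control limits plus 3 SD, set per campaign, cut at about 8.5% in these data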;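 further: 0% = DMSO-only wells as the low control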
ADAM10 inh = ADAM10 inhibition, QFRET primary screen | O14672 | recombinant ADAM10, EDANS/DABCYL FRET peptide cleavage, 3 h | inhibition, % at 7 µM | actives 0.62% (n = 370,000) | AID 720582;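 active means inhibition above a per-campaign cutoff equal to the mean of compounds falling between control-based bounds plus 3 SD, cut at about 20% in these data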;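 further: 0% = DMSO wells while the 100% control is not disclosed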
PLCg1 inh = inhibitors of human phospholipase C gamma1; purified PLC-gamma1, fluorogenic substrate, fluorescence; inhibition, % at 12.2 µM; actives 0.84% (n = 370,000); in the data active means inhibition above about 9.5%
Tn7 DDE FP = disrupts Tn7 cyclic peptide binding to fibrin D-Dimer-E complex | P02675 | FP displacement of FITC-Tn7 peptide from fibrin DD(E); 0% = median of compound wells per plate | inhibition, % at 8.3 µM | actives 0.13% (n = 370,000) | AID 720508;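 active means inhibition above the mean of compounds falling within the control limits plus 3 SD of them, cut at about 14% in these data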;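 further: 0% = plate median of compound wells and 100% = 10 µM Aha-Tn7 peptide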
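Assay system: Human fibrin DD(E) protein | Medium: Tris buffer with calcium and detergent, pH 7.8 | Reagent: 0.1 µM fluorescent Tn7 | Compound dosing: Single point at 8.3 µM | Times: 10 min preincubation, 3 h with tracer, room temperature | Detection: Fluorescence polarization of the labelled Tn7 tracer | Controls: Aha-Tn7 high control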
PLC-beta3 inh = inhibitors of human phospholipase C beta3; Q01970; inhibition, % at 12.2 µM; Purified PLC-beta3, fluorogenic substrate, fluorescence; actives 0.18% (n = 370,000); AID 720704; in the data active means inhibition above about 11%;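 further: 0% = median of compound wells on plate and 100% = full blocker control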
Target sequence (Q01970 whole entry, looked up): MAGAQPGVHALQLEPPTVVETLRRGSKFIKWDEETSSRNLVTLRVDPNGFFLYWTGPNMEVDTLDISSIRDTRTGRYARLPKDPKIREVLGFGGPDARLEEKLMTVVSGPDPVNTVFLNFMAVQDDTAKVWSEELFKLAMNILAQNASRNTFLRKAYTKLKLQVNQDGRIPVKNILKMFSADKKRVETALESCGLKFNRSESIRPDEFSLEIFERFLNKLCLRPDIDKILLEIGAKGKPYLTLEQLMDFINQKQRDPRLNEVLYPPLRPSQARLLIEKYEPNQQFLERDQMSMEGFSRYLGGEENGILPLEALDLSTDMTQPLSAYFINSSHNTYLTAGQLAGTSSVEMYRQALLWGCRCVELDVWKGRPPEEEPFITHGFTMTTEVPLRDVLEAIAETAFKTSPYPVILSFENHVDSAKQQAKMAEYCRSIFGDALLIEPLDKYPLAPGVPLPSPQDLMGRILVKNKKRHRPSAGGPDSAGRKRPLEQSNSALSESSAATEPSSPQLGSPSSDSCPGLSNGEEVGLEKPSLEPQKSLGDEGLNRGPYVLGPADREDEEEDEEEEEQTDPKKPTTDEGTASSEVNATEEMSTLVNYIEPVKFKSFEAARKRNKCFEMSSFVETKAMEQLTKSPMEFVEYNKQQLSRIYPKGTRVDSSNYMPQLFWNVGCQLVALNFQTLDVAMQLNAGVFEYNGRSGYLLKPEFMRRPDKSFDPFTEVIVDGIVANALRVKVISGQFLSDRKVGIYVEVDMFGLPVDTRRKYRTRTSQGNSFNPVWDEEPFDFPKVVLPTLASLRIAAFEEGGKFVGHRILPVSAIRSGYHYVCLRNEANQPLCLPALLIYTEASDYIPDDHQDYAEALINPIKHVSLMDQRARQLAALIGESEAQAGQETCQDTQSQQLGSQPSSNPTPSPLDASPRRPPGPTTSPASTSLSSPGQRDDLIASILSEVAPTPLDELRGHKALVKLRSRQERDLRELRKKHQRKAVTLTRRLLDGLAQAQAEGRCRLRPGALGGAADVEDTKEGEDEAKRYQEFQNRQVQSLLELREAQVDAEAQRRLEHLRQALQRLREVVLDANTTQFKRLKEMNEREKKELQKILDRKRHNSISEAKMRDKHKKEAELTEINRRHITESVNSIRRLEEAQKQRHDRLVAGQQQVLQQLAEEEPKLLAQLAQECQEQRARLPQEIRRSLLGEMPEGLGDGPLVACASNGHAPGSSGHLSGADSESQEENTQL
SIAE primary = human SIAE inhibition, primary screen; Q9HAT2; SIAE FP-Rh probe binding, fluorescence polarization; inhibition, % at 9.66 µM; actives 0.69% (n = 370,000); AID 1053197;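 active means inhibition above a cutoff: mean of compounds within the control limits plus 3 SD of those, cut at about 17% in these data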;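 further: 0% = plate median of compound wells and 100% = probe without SIAE protein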
Tn6 DDE FP = inhibitors of Tn6 peptide binding to human fibrin DD(E); Fibrin DD(E) TRITC-Tn6 fluorescence polarization displacement; inhibition, % at 8.3 µM; actives 0.21% (n = 370,000); AID 720509; P02675;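 active means inhibition above a per-campaign cutoff: mean of compounds within control limits plus 3 SD, cut at about 15% in these data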;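 further: 0% = median of all compound wells on the plate and 100% = blocking peptide control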
ARFGAP1 inhibitor = rat ARFGAP1 inhibition; AID 651572; actives 0.26% (n = 360,000); Arfgap1-stimulated ARF1 GTP hydrolysis, GDP FP detection; inhibition, % at 16.5 µM;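 active means inhibition above a per-plate limit, mean inhibition of low control wells plus 3 SD, cut at about 25% in these data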;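 further: 0% = DMSO wells with enzyme and 100% = wells lacking Arfgap1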
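material = rat Arfgap1 catalytic domain, aa 1-136 | also added = human ARF1(Δ1-17)-GTP substrate | compound dosing = one concentration, 16.5 µM, DMSO 1.26% | times = GTP hydrolysis reaction 2 h at 25 °C | measured by = FP, GDP Alexa 633 tracer displaced from anti-GDP antibody, 620/688 nm | evaluation = percent inhibition of Arfgap1-stimulated GTP hydrolysis | replication = single well per compound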
TDP2 absorb = TDP2 (human) inhibition, absorbance primary screen; O95551; recombinant TDP2, T5PNP hydrolysis, p-nitrophenol absorbance 415 nm; inhibition, % at 12.8 µM; actives 0.34% (n = 370,000);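 active means inhibition above the mean of all tested compounds plus 3 SD, set per campaign, cut at about 25% in these data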;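 further: 0% = DMSO with enzyme and 100% = buffer with substrate but no TDP2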
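Assay system: recombinant human TDP2 / Reagent: T5PNP substrate at 5 mM, a TopII-DNA adduct mimic / Measured by: epi absorbance from released p-nitrophenol / Evaluation: % inhibition relative to enzyme-containing and enzyme-free wells / Control set: enzyme-free and DMSO wells / Replicates: each compound tested once, singlicate / Schedule: enzyme reaction with compound for 2 h at 37 °C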
ASAP1 inh = ASAP1 ArfGAP inhibition. Q9ULH1. ASAP1-stimulated ARF1 GTP hydrolysis, GDP FP detection. inhibition, % at 16.5 µM. actives 0.19% (n = 360,000); in the data active means inhibition above about 25%;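 further: 0% = vehicle with enzyme and substrate and 100% = no enzyme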
* marks the source's active call; other numbers are inactive results; · = not tested or not shown.

SMILES | ADAM17 inh | ADAM10 inh | PLCg1 inh | Tn7 DDE FP | PLC-beta3 inh | SIAE primary | Tn6 DDE FP | ARFGAP1 inhibitor | TDP2 absorb | ASAP1 inh
Cc1cc(C(F)F)n2nc(C(=O)O)nc2n1 | -4 | 2 | 1 | -5 | -1 | 2 | -3 | 1 | 9 | 3
COc1ccc(NC(=S)N2CCCN(Cc3cccc(Cl)c3)C2)cc1 | 0 | 3 | 2 | 4 | -4 | 12 | 7 | 7 | 2 | -3
Cc1noc(C)c1S(=O)(=O)NCc1cccc(Cl)c1 | -2 | -15 | 6 | 0 | -5 | 1 | 0 | -4 | 0 | 7
CCOc1c(O)ccc(C2NC(=O)N(C)C(C)=C2C(=O)OC)c1[N+](=O)[O-] (stereo not drawn) | 0 | 4 | -10 | -5 | -11 | 12 | 0 | 0 | -3 | 3
Cc1ccc(-n2nnnc2SCc2nnc(-c3ccccc3Br)o2)c(C)c1 | 4 | 14 | 2 | -6 | -1 | 8 | -5 | -5 | 0 | 11
CCCCCCN(C(=O)CCCCCN1C(=O)NC(c2ccc(-c3ccccc3)cc2)C(C(=O)OCc2ccccc2)=C1C)C(C)C(=O)NCCCC (stereo not drawn) | -3 | -3 | -2 | -1 | -3 | -3 | 1 | 17 | -4 | 1
Cc1cccc(N2CCN(C(=O)CCCSc3nc4ccccc4[nH]3)CC2)c1C | 0 | 5 | 2 | 3 | 1 | 7 | 0 | 3 | 0 | 5
COc1ccc(/C=C(/C#N)C(=O)Nc2cccc(C)c2C)cc1C(=O)O | 4 | 8 | 3 | 3 | -1 | 0 | 3 | 0 | -3 | -10
CCOc1ccc(NC(=O)C2C3CCC4C(CCC32)C4(Cl)Cl)cc1 (stereo not drawn) | -1 | 5 | -1 | 5 | -1 | -3 | 2 | -5 | 0 | -14
Cc1ccc(C)c(NC(=O)COC(=O)c2nn(C)c(=O)c3ccccc23)c1 | 4 | 7 | 1 | -5 | -1 | 2 | 8 | 8 | -8 | -2
CCn1nnnc1-c1ccc(OC)c(S(=O)(=O)N2CCCCC2)c1 | -1 | -2 | 2 | 1 | -1 | -2 | 2 | 10 | 0 | 1
CCOc1ccc(-n2c(SC/C=C/c3ccccc3)nnc2-c2cccs2)cc1 | 7 | 15 | 1 | -6 | -3 | 6 | -9 | · | -2 | ·
CNC(=O)c1ccsc1NC(=O)c1ccc(S(=O)(=O)N2CCc3ccccc32)cc1 | 6 | 4 | -38 | -1 | -48 | -49 | -14 | 15 | -8 | 5
Cc1nc(C(C)NC(=O)c2cc(COc3ccc(C)c(C)c3)on2)c(C)s1 (stereo not drawn) | 1 | 5 | -2 | 0 | -10 | -2 | -9 | -6 | 14 | 1
CCc1nc2ccc(C(=O)NCCC(C)C)cn2c1N(C)Cc1ccc(OC)cc1 | 5 | -10 | -5 | -1 | -14 | -2 | 3 | 4 | 1 | -7
N#CC(C(=O)OCc1ccccc1)c1nc2ccccc2nc1N1CCOCC1 (stereo not drawn) | 1 | 4 | -47 | 0 | -64 | -10 | 0 | -1 | 6 | -2
Cc1noc2ncnc(Oc3ccc(F)cc3)c12 | -2 | 1 | 0 | -4 | 2 | 11 | -1 | 1 | 6 | -4
Cn1c(=O)[nH]c(=O)c2c1nc(Br)n2CCOc1ccccc1 | 2 | 3 | 4 | -10 | 5 | 0 | 0 | -2 | -5 | -1
CCOC(=O)C(NC(=O)N1CCCCC1)(c1ccccc1)C(F)(F)F (stereo not drawn) | 0 | -7 | -5 | 0 | 0 | 4 | 4 | 4 | 1 | 11
COC(=O)[C@]12C[C@H](CC(=O)N3CCN(C(=O)C4CC4)CC3)C(=O)N(Cc3ccc(Cl)cc3Cl)C1=C[C@H](C1CCCC1)O[C@@H]2C | 0 | 5 | 0 | -3 | 3 | -2 | -5 | · | -6 | ·

7 records picked at random from the list so far:
SMILES | ADAM17 inh | ADAM10 inh | PLCg1 inh | Tn7 DDE FP | PLC-beta3 inh | SIAE primary | Tn6 DDE FP | ARFGAP1 inhibitor | TDP2 absorb | ASAP1 inh
Cc1cccc(N2CCN(C(=O)CCCSc3nc4ccccc4[nH]3)CC2)c1C | 0 | 5 | 2 | 3 | 1 | 7 | 0 | 3 | 0 | 5
COc1ccc(/C=C(/C#N)C(=O)Nc2cccc(C)c2C)cc1C(=O)O | 4 | 8 | 3 | 3 | -1 | 0 | 3 | 0 | -3 | -10
CCOC(=O)C(NC(=O)N1CCCCC1)(c1ccccc1)C(F)(F)F (stereo not drawn) | 0 | -7 | -5 | 0 | 0 | 4 | 4 | 4 | 1 | 11
Cc1ccc(C)c(NC(=O)COC(=O)c2nn(C)c(=O)c3ccccc23)c1 | 4 | 7 | 1 | -5 | -1 | 2 | 8 | 8 | -8 | -2
COC(=O)[C@]12C[C@H](CC(=O)N3CCN(C(=O)C4CC4)CC3)C(=O)N(Cc3ccc(Cl)cc3Cl)C1=C[C@H](C1CCCC1)O[C@@H]2C | 0 | 5 | 0 | -3 | 3 | -2 | -5 | · | -6 | ·
CCOc1ccc(NC(=O)C2C3CCC4C(CCC32)C4(Cl)Cl)cc1 (stereo not drawn) | -1 | 5 | -1 | 5 | -1 | -3 | 2 | -5 | 0 | -14
Cc1noc2ncnc(Oc3ccc(F)cc3)c12 | -2 | 1 | 0 | -4 | 2 | 11 | -1 | 1 | 6 | -4

Only SIAE primary and TDP2 absorb, for some of the entries so far:
structure | SIAE primary | TDP2 absorb
CCOc1ccc(-n2c(SC/C=C/c3ccccc3)nnc2-c2cccs2)cc1 | 6 | -2
CNC(=O)c1ccsc1NC(=O)c1ccc(S(=O)(=O)N2CCc3ccccc32)cc1 | -49 | -8

The list goes on:
SMILES | ADAM17 inh | ADAM10 inh | PLCg1 inh | Tn7 DDE FP | PLC-beta3 inh | SIAE primary | Tn6 DDE FP | ARFGAP1 inhibitor | TDP2 absorb | ASAP1 inh
O=C(CSCc1ccc(Cl)cc1)Nc1nccs1 | 0 | 5 | 1 | 0 | -1 | -2 | 5 | 15 | 0 | -2
c1ccc2c(c1)Cc1cc(CN3CCOCC3)ccc1-2 | -5 | 0 | -2 | 10 | 1 | -2 | -1 | 7 | 16 | 3
Cc1ccc(NS(=O)(=O)c2cc(-c3n[nH]c(=O)c4ccccc34)ccc2C)cc1 | 2 | 0 | -1 | 5 | -3 | -12 | -3 | 2 | 3 | -5
CCN(CC)C(=O)C1=C(C)NC(=S)NC1c1cn(-c2ccccc2)nc1-c1ccc(Cl)cc1 (stereo not drawn) | -2 | 3 | -1 | -2 | 0 | -7 | 3 | 4 | -4 | -6
COc1ccc(OC)c(NC(=O)COC(=O)CN(C)S(=O)(=O)c2ccc(C)cc2)c1 | 4 | 6 | 3 | 1 | 7 | 7 | 7 | -6 | 0 | -5
Cc1ccc(Cn2nc(C)c(NC(=O)CCCn3nc(C)c([N+](=O)[O-])c3C)c2C)cc1 | -2 | 3 | -1 | -4 | 1 | -1 | -6 | 1 | 1 | 0
COC(=O)c1cc(NC(=O)c2cccnc2)ccc1N1CCOCC1 | -9 | -4 | 1 | 12 | -4 | 3 | -3 | 7 | -11 | 9
Cc1cccc(OCCCC(=O)O)c1C | -1 | 4 | -2 | 8 | -1 | -3 | -9 | -8 | 4 | -13
COc1ccc(C=Nn2c(-c3ccc(F)cc3)n[nH]c2=S)c(OC)c1OC | 6 | -6 | 4 | 5 | -4 | 7 | 7 | · | -10 | ·
CC(C)C(=O)Nc1cccc(-c2cnc3ccccc3n2)c1 | -1 | 0 | 4 | -1 | 0 | -4 | 5 | 1 | -11 | 0
C/C(CC(=O)Nc1ccc(OCc2ccccc2)cc1)=N\NC(=O)C(=O)Nc1cccc(C)c1 | 11* | 12 | 0 | -9 | 9 | -4 | -1 | -1 | -10 | 14
COc1ccc(/C=N/NC(=O)C(C)n2nnc3ccccc32)cc1OC (stereo not drawn) | -6 | -8 | 1 | -4 | 3 | 12 | -2 | -4 | -1 | 7
Cc1ccc(C(=O)C[n+]2ccc(-c3nnc4n3CCC4)cc2)cc1 | -15 | -48 | -31 | -4 | -35 | 8 | 4 | 2 | 2 | 3
COC(=O)c1ccc(N2CCOCC2)c(NC(=O)c2cccs2)c1 | 0 | -5 | 1 | -1 | -5 | 6 | 1 | -3 | -8 | -9
CC1CCCC(C)N1C(=O)CN1C(=O)C(C)(C)Oc2ccc(C(=O)NC3CCCC3)cc21 (stereo not drawn) | 1 | 6 | 5 | -8 | 4 | -4 | -1 | 11 | -4 | 0
O=C(Cc1c(O)c2ccccc2[nH]c1=O)OC1CCCCC1 | -9 | -26 | -8 | 2 | -5 | 5 | 6 | 4 | 1 | 1
CCCN(CC(=O)Nc1ccc(Cl)cc1Cl)C(=O)/C=C/c1cccc([N+](=O)[O-])c1 | 4 | 7 | 2 | 4 | 0 | 2 | 3 | 10 | 3 | 8
COc1ccc(OC)c(-c2csc(NC(=O)Cc3ccccc3F)n2)c1 | 6 | 3 | 3 | -1 | -6 | 3 | -2 | 4 | -8 | 3
CCOc1ncccc1C(=O)NNC(=O)c1cccc(S(=O)(=O)N2CCOCC2)c1 | 1 | -12 | -1 | -3 | -3 | -4 | 1 | 0 | 5 | 7
COc1ccc(C2C(C(=O)OCC3CCCO3)=C(C)NC3=C2C(=O)CC(c2ccco2)C3)cc1O (stereo not drawn) | -1 | -7 | -9 | 0 | -10 | 5 | -11 | 2 | -11 | 6
Nc1nonc1-n1nnc(C(=O)N/N=C/c2ccccc2)c1CSc1ccccc1 | 0 | 7 | 2 | -2 | 0 | -2 | -5 | 1 | -7 | -6
Cc1ccc(Nc2nnc(C)c3ccccc23)c(C)c1 | 7 | -2 | -8 | 4 | -13 | 3 | 2 | 5 | -9 | -12
COc1ccc(COc2cc(-c3cccc(OC)c3)nc3ccc(NC(=O)c4cccnc4)cc23)cc1 | -3 | -9 | -3 | -2 | -2 | -72 | -1 | 23 | 0 | 11
COc1cc(OC)cc(-n2nnnc2SCC(=O)Nc2nc3c(s2)CCCC3)c1 | 2 | 17 | 0 | -3 | 2 | -6 | -4 | -2 | 1 | -11
CC(C)CNS(=O)(=O)c1ccc(CCC(=O)N2CCN(c3ccc(F)cc3)CC2)cc1 | -1 | -3 | -1 | 2 | -1 | -2 | 2 | 0 | 0 | 8

Bioassay records: PubChem, The Scripps Research Institute Molecular Screening Center
